Screening data: PubChem BioAssay, National Center for Advancing Translational Sciences (NCATS)
KCNH2 3.1 inh = blocks the human KCNH2 3.1 channel isoform; U2OS KCNH2 3.1, thallium flux FluxOr; hits give low values; activity change, % (tested at about 1.8 µM); 0.95% of 340,000 active; AID 720553;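 active means maximum activity change below -70%; inconclusive means maximum activity change from -70% to -50%; inactive means maximum activity change above -50%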;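 further: thallium influx rate constant from kinetic fluorescence after stimulation buffer; on the % scale 0 is the no-effect control and ±100 the full control effect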
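Channel expression came from 3.1 mutant virus (1.77 x 10^8 /mL) applied to suspended U2OS cells for 4 h. Flux was tracked with FluxOr dye plus Red40 quencher, and kinetic rate constants normalized to controls.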
USP2a block = blocks human ubiquitin-specific protease USP2a; Potency, µM (top dose mostly 38.3 µM), without a hit: top-dose activity change, negative = inhibition, hits mostly inhibitors; O75604; 0.01% of 330,000 active; USP2 core, Ub-CHOP2 coupled fluorogenic reporter, 485/531;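 further: potency means the concentration at half of the fitted maximal effect; plate controls were DMSO wells for no effect and full inhibition by NEM control for full effect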
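Deubiquitinase activity read as fluorescence (485/531 nm) after Ub-CHOP2 cleavage activates the enterokinase reporter on its substrate; USP2 core 10nM, Ub-CHOP2 and substrate 25nM each, 30min compound preincubation then 60min RT; data normalized to NEM, curves fitted.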
AT treatment = candidate therapy for ataxia-telangiectasia; 0.19% of 320,000 active; […] A-T fibroblasts, KAP-1 phosphorylation AlphaLISA; neocarzinostatin DNA damage 30 min before lysis; Potency, µM (doses to about 57.5 µM), inactives show at the top dose activation, actives largely listed as activators; AID 485349; further: potency means the concentration at half of the fitted maximal effect; % of control where 0% means no effect; nearly all actives have a fitted effect of over 45% in size
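hTERT-immortalized A-T patient fibroblasts ([…]), 500 cells/well in OPTI-MEM, 1% FBS, got compounds for 60 min, then NCS for 30 min at 37C. Lysates were then assayed for phospho-KAP-1 by AlphaLISA (anti-pKAP1 donor, anti-KAP1 acceptor beads), 6 hr at 25C.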
Eya2 phos inh = Eya2 (human) phosphatase inhibition; Potency, µM (top dose mostly 76.9 µM), inactives show top-dose activity, negative = inhibition, hits mostly inhibitors; O00167; AID 488837; recombinant Eya2, OMFP fluorescence dephosphorylation (OMFP is methylfluorescein phosphate); 0.006% of 330,000 active; further: potency means the concentration at half of the fitted maximal effect; on the % scale 0 is the no-effect control and ±100 the full control effect
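Eya2 (0.2 uM) preincubated 10 min at ambient with compound, then OMFP substrate added at 50 uM; 10 min reaction in 50 mM HEPES pH 7.5, 50 mM NaCl, 5 uM MgCl2, 0.05% BSA, 1 mM DTT. Fluorescence read at Ex 485/Em 525 nm.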
ELG1 DNA repair = inhibitors of ELG1-dependent DNA repair in HEK293T cells. 2.3% of 330,000 active. Potency, µM (series often up to 46.1 µM), inactives show top-dose activity change, negative = inhibition, usual class: inhibitors. HEK293T ELG1-luciferase reporter, luminescence, 16 h; DNA damage induced by 5-fluorouridine; further: potency means the concentration at half of the fitted maximal effect; on the % scale 0 is the no-effect control and ±100 the full control effect; nearly all actives have a fitted effect of over 55% in size
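HEK293T cells expressing luciferase-tagged ELG1 (2,000/well) received 5-Fluorouridine plus compound or DMSO for 16 hr at 37 °C. Luciferase was read by ONE-Glo luminescence after 30 min at room temperature.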
TRPV1 agonist = agonists of human vanilloid receptor 1 (TRPV1); Q8NER1; TRPV1-expressing cells, Fluo-8 calcium influx, agonist mode; activation, % at 8.33 µM; 0.19% of 320,000 active; in the data active means activation above about 80%; inconclusive means between about 30% and that limit; further: 0% is about no effect
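Cells expressing TRPV1 were dye-loaded with Fluo-8 and read kinetically: 10 s baseline, 3 min after compound (agonist portion), then 2 min after EC20 capsaicin (allosteric enhancer portion). Calcium-bound dye fluorescence at 480/520 nm.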
TCR act = activates T cell receptor signaling. Potency, µM (doses to about 9.22 µM), for inactives: at the top dose activation of IL-2 secretion, usual class: activators. 330,000 tested, under 10 active. AID 504894. primary human leukocytes, anti-CD3, IL-2 HTRF, 48 h; further: % of control where 0% means no effect
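IL-2 produced over 48 hr by a-CD3 bead-stimulated primary human leukocytes exposed to compounds was detected with a homogeneous time-resolved FRET immunoassay, 665nm acceptor signal after 320nm excitation.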
Mito fusion act = blocks mitochondrial division or promotes mitochondrial fusion; 0.23% of 320,000 active; S. cerevisiae fusion-defective mutant growth rescue, CellTiterGlo 48 h; AID 485298; Potency, µM (titrated, usually from 46.1 µM), for the others: at the top dose growth rescue (activation), most hits filed as activators;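 further: potency means the concentration at half of the fitted maximal effect; % of control where 0% means no effect; nearly all actives have a fitted effect of over 45% in size; temperature-sensitive fusion mutants such as fzo1-1 at 37 °C on non-fermentable ethanol glycerol medium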
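S. cerevisiae fusion-defective temperature-sensitive mutants (e.g. fzo1-1, mgm1-5) grown 48 h at 37C in YPEG (ethanol/glycerol non-fermentable) medium with 23 nl compound per well; growth rescue read as CellTiterGlo luminescence.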
hERG WT inh = blocks the wildtype human KCNH2 potassium channel; Q12809; U2OS, BacMam KCNH2, thallium flux FluxOr; hits give low values; activity change, % at 1.84 µM; 0.37% of 340,000 active; AID 720551;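 active means maximum activity change below -70%; inconclusive means maximum activity change between -70% and -50%; inactive means maximum activity change above -50%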; further: on the % scale 0 is the no-effect control and ±100 the full control effect
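U2OS cells transduced with wild-type KCNH2 virus are loaded with FluxOr dye for 45 min, and thallium flux is measured in kinetic reads before and after stimulation buffer. Rate constants are normalized to DMSO controls.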
TSHR antagonist = human thyrotropin receptor antagonism; P16473; 0.2% of 330,000 active; TSHR-expressing cells, TSH-stimulated cAMP HTRF, 2 h; hits give low values; activity change, negative = inhibition, % at 11.5 µM;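 active means activity change below a set negative limit, meaning inhibition stronger than a set level, cut at about -70% in these data; inconclusive means activity change between two set negative limits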; further: on the % scale 0 is the no-effect control and ±100 the full control effect
Target sequence (P16473 whole entry, looked up): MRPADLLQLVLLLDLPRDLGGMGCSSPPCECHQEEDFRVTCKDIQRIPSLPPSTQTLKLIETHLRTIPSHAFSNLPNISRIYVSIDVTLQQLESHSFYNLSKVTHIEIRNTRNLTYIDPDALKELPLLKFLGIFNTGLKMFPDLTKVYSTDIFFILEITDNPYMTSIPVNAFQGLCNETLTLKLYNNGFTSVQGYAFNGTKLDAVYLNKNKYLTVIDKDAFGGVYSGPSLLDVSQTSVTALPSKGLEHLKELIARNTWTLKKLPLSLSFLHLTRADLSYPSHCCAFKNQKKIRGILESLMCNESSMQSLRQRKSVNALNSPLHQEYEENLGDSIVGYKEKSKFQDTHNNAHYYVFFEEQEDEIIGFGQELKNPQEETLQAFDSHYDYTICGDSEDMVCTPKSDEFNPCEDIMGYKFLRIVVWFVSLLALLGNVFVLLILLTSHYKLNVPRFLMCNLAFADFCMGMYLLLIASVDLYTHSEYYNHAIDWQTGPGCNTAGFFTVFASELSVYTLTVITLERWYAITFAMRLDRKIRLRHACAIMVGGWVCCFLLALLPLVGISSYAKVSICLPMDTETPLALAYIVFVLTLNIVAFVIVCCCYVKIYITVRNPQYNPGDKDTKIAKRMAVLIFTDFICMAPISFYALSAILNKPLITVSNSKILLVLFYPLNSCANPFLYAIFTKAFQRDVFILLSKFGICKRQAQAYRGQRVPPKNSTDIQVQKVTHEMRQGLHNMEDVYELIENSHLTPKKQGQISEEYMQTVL
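Cell-based HTRF cAMP assay; TSHR cells + compound, TSH EC80 (4nM final), 2 h, 37 deg C. Lysis with anti-cAMP cryptate and cAMP-d2, 30 min RT, read 665/620 nm.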
The depositor's hits bear a star; u = inconclusive; x = no result given; [ ] = another dose, or the depositor's remark. Unless noted, the call rests on the fitted dose curve; in most records, active means well fitted curve in the direction sought with a large enough effect; inconclusive means small, poorly fitted or top-dose-only effect, or another doubt; inactive means no such curve, though single readings can be large; an effect the other way counts as inactive or inconclusive. This is a subset (hit frequency here may not be typical).

SMILES	KCNH2 3.1 inh	USP2a block	AT treatment	Eya2 phos inh	ELG1 DNA repair	TRPV1 agonist	TCR act	Mito fusion act	hERG WT inh	TSHR antagonist
COc1cc(NC(=O)C2CCCC2)c(OC)cc1Cl	3	2%	11%	6%[15.4 µM]	-12%	1	1%	1%	-2	-4
COCCCC1CCN(C(=O)C2CCC(=O)N(Cc3cccc(F)c3)C2)CC1 (stereo not drawn)	7	1%	-13%	16%	11%	u	0%	2%	-1	-5
O=C1CC(=O)Nc2cc(S(=O)(=O)NCc3cccs3)ccc2N1	-23	2%	12%	0%	21%	1	3%	1%	-21	36
Cc1cccc(S(=O)(=O)Nc2nc3ccccc3nc2Nc2ccc3c(c2)OCO3)c1	-5	3%	8%	22%	-21%	4	-3%[46.1 µM]	1%	-5	-11
CC[C@]12c3[nH]c4ccc(OC)cc4c3CCN1C(=O)C(CC(=O)NCc1ccc(OC)c(OC)c1)C[C@@H]2C(=O)N1CCN(C(=O)C2CC2)CC1 (stereo partly drawn)	-5	3%	5%	0%	15%	x	-4%[46.1 µM]	x	5	6
c1ccc(C[C@H]2CN=C(Nc3ccccc3)N2CCC2CCCC2)cc1	-94*	1%	5%	11%	u	-1	4%	-3%	18	6
Fc1cccc(CCN2CCNC[C@H]2Cc2cccc3ccccc23)c1	-18	-1%	-4%	-2%	14%	15	-2%	-14%	1	21
Nc1nnc(SCC(=O)N2CCc3ccccc3C2)s1	2	-2%	-2%	-6%	29%	17	1%	-2%	-1	4
CCCCOc1ccc(C(=O)Nc2ccc(N3CCN(C(=O)C(C)C)CC3)cc2)cc1	-13	0%	1%	4%	u	7	-13%	1%	-3	-8
COc1ccccc1NC(=O)Cc1noc(CSc2n[nH]c(N)n2)n1	11	0%	-11%	28%	-11%	3	0%	-2%	x	-1
Cc1cc(C(=O)Nc2ccccc2N2CCOCC2)ccc1[N+](=O)[O-]	16	6%	-7%	2%	-6%	5	-1%[46.1 µM]	18%	2	6
Cc1c(Cl)cccc1N1C(=O)c2ccccc2C1=O	-7	0%	4%	-3%	3%	5	-5%	8%	31	5
CCN(CC)S(=O)(=O)N1CCC(C(=O)NCc2ccc3c(c2)OCO3)CC1	2	2%	5%	2%	-4%	0	5%	-3%	-1	-3
COc1ccc(Cl)cc1C(=O)NCC(c1ccco1)N(C)C (stereo not drawn)	5	-3%	24%	6%	3%	4	-3%	0%	-6	9
Cc1cc(C(=O)Cn2nnc3ccccc3c2=O)c(C)n1-c1ccccc1F	-30	0%	-3%	-11%	u	4	-1%	15%	15	0
COc1cccc(CNC(=O)CN(C)S(=O)(=O)c2ccc(Br)s2)c1	7	1%	10%	-10%	-3%	u	3%	-1%	-1	1
CCCNC(=O)C(=O)N/N=C/c1ccc(OCc2ccccc2)cc1	6	-1%	1%	0%	u	1	-2%	-4%	1	-3
O=C(C1CCN(CCCc2ccccc2)CC1)N(CCc1ccccc1)Cc1ccccc1	-110*	0%	-4%	1%	u	1	-3%[46.1 µM]	u	-89*	1
O=C(NCc1ccc2c(c1)OCO2)NC12CC3CC(CC(C3)C1)C2	27	8%	-4%	-4%	2%	u	-1%	10%	-10	-10
CCC(=O)c1ccc(OCC(=O)OC(C)C(=O)N2CCc3ccccc32)cc1 (stereo not drawn)	6	3%	-5%	-28%	9%	0	-3%	9%	-21	-9
O=C(CSc1ccccc1)N1CCCC(N2CCN(c3ccccc3)CC2)C1 (stereo not drawn)	15	-3%	-4%	-27%	2%	6	-1%	3%	14	33
COC(=O)c1ccc(OC)c(Cn2c(=O)n(C)c(=O)c3sccc32)c1	-3	2%	8%	9%	u	0	0%	6%	-2	-11
C=CCn1c(SCC(=O)Nc2cc(C)on2)nc2sc(CC)cc2c1=O	-31	3%	4%	14%	-8%	1	0%	1%	6	-7
CC1c2[nH]c3ccccc3c2C[C@H]2C(=O)N(CCCO)CC(=O)N12 (stereo partly drawn)	-3	6%	-13%	-7%	23%	-5	4%	-9%	3	1
C=C1CC[C@@H]2[C@](C)(CO)[C@H](O)CC[C@@]2(C)[C@@H]1/C=C/C1=CCOC1=O	-1	6%	-37%	-5%	-11%	0	-1%	4%	6	-2

Part of the list above, bar-delimited.
Compound | KCNH2 3.1 inh | USP2a block | AT treatment | Eya2 phos inh | ELG1 DNA repair | TRPV1 agonist | TCR act | Mito fusion act | hERG WT inh | TSHR antagonist
COc1cc(NC(=O)C2CCCC2)c(OC)cc1Cl | 3 | 2% | 11% | 6%[15.4 µM] | -12% | 1 | 1% | 1% | -2 | -4
COCCCC1CCN(C(=O)C2CCC(=O)N(Cc3cccc(F)c3)C2)CC1 (stereo not drawn) | 7 | 1% | -13% | 16% | 11% | u | 0% | 2% | -1 | -5

(continued)
SMILES	KCNH2 3.1 inh	USP2a block	AT treatment	Eya2 phos inh	ELG1 DNA repair	TRPV1 agonist	TCR act	Mito fusion act	hERG WT inh	TSHR antagonist
Fc1ccccc1NC(=S)N(CCN1CCCCC1)Cc1ccco1	-2	1%	1%	-3%	-7%	9	2%	0%[9.22 µM]	15	-4
Cc1ccc(SCC(=O)NC2CCS(=O)(=O)C2)cc1C (stereo not drawn)	5	1%	14%	11%	0%	2	-2%	-1%	14	0
COc1ccc(NC(=S)NCCCN2CCCC2)cc1	-7	-1%	-2%	-5%	8%	0	5%	-1%	4	-5
Cc1cc2nc(C3CCN(Cc4nnnn4Cc4ccccc4)CC3)[nH]c2cc1C	u	0%	-2%	-20%	-22%	-1	0%	0%	4	-16
CCO[C@@H]1OC(C(=O)NC2CC2)=C[C@H](c2ccc3c(c2)OCO3)[C@H]1CCCO	1	1%	2%	-11%	2%	4	4%	-3%	-11	-2
CN(Cc1ccccc1)C(=O)c1cccc(C(=O)N(C)Cc2ccccc2)c1	-18	-1%	-20%	12%	2%	2	-2%	1%	21	-1
O=C(Nc1nnc(C2=COCCO2)o1)c1ccc(Br)cc1	x	-1%	8%	-13%	-1%	1	x	5%	x	2
CC1=C/C(=C\C=C(C#N)C#N)N(C)c2ccccc21	-8	8%	13µM*	12%	0%	12	0%	3%	-12	4
CCCc1cc(=O)[nH]c(SCC(=O)Nc2ccc(C)c(S(=O)(=O)N3CCCCC3)c2)n1	17	0%	1%	-10%	u	-1	-7%	1%	-3	-15
Cc1ccc(C2C(C(=O)O)c3ccccc3C(=O)N2C)c(C)c1 (stereo not drawn)	16	5%	2%	16%	1%	-2	-5%	-3%	7	1
COc1cc(CC(=O)N2CCN(S(=O)(=O)c3ccc(C)cc3)CC2)cc(OC)c1OC	-8	5%	-1%	1%	-19%	x	1%	x	0	x
O=C(Cn1nnc(-c2ccccc2)n1)N/N=C/c1cccc([N+](=O)[O-])c1O	4	3%	0%	-2%	-18%	1	2%	1%	-6	-5
O=C(OCC(=O)c1ccc(Cl)cc1Cl)c1ccc2c(c1)C(=O)N(c1cccc3ncccc13)C2=O	14	0%	-13%	-9%	-10%	3	-3%	-3%	6	15

Looked up by compound from above, 4 records:
SMILES	KCNH2 3.1 inh	USP2a block	AT treatment	Eya2 phos inh	ELG1 DNA repair	TRPV1 agonist	TCR act	Mito fusion act	hERG WT inh	TSHR antagonist
CN(Cc1ccccc1)C(=O)c1cccc(C(=O)N(C)Cc2ccccc2)c1	-18	-1%	-20%	12%	2%	2	-2%	1%	21	-1
Cc1cc2nc(C3CCN(Cc4nnnn4Cc4ccccc4)CC3)[nH]c2cc1C	u	0%	-2%	-20%	-22%	-1	0%	0%	4	-16
O=C(OCC(=O)c1ccc(Cl)cc1Cl)c1ccc2c(c1)C(=O)N(c1cccc3ncccc13)C2=O	14	0%	-13%	-9%	-10%	3	-3%	-3%	6	15
CCO[C@@H]1OC(C(=O)NC2CC2)=C[C@H](c2ccc3c(c2)OCO3)[C@H]1CCCO	1	1%	2%	-11%	2%	4	4%	-3%	-11	-2
